Source: PubChem (several laboratories)
OX1R FRET antag – antagonists of human orexin 1 receptor (OX1R). OX1R-expressing cells, FRET antagonist read-out. 330,000 compounds, 1.8% hits. O43613. inhibition, % at 6.6 µM; in the data active = inhibition mostly above about 38%, no sharp cut-off; inactive = mostly below about 40%;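 also: 0% = agonist challenge alone and 100% = reference antagonist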
KCNQ2 block – KCNQ2 channel blockers in CHO-K1 cells – cell-based, FluxOR thallium flux, B-score, primary screen (AID 2156). O88943. 20 min; hits give low values. B-score at 10 µM. 310,000 compounds, 1.1% hits;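 active = fluorescence ratio B-score at most minus 3 library SDs, with starting brightness B-score within 2 library SDs, cut at about -5.5 in these data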
Target sequence (O88943 whole entry, looked up): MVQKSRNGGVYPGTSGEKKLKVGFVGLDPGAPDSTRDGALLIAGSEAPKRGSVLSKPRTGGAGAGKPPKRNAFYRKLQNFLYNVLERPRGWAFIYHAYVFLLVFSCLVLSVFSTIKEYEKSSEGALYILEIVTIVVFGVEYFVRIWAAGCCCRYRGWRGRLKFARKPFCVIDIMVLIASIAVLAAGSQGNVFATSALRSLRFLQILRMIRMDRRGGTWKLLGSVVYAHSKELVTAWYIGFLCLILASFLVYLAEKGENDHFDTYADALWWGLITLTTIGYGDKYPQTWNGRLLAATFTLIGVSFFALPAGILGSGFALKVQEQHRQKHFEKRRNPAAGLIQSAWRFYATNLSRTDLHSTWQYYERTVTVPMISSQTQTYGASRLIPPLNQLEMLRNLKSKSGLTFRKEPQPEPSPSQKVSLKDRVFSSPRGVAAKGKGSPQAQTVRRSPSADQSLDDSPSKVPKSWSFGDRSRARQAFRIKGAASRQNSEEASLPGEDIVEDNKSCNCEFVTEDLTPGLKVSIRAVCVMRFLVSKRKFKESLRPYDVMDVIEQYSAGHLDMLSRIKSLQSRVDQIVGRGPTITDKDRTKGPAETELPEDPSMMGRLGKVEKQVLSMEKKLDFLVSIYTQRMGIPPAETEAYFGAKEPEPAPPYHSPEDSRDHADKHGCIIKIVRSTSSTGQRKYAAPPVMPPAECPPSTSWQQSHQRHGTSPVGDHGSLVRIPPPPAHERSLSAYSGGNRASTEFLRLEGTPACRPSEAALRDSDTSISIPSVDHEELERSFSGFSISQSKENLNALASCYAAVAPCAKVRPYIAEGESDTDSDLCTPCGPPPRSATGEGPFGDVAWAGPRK
STK33 inh – human STK33 kinase inhibition; AID 2661; 320,000 compounds, 0.073% hits; inhibition, % at 10 µM; purified STK33, MBP phosphorylation, ADP-Glo luminescence;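 active = inhibition at or above 25%, using the most active replicate where run in duplicate; inactive = inhibition below 25%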
An asterisk follows results filed as active; i = inactive; nt = not tested or not shown. Rows were taken by chance; 2.7% or so of the library scored in one or more.

OX1R FRET antag	Compound	KCNQ2 block	STK33 inh
21	CC(C)[C@H](NC(=O)c1ccccc1)C(=O)OCC(=O)/C=C1/N(C)c2ccccc2C1(C)C	i	1.3
4	Clc1ccc(Cc2nn3c(Cn4nnc5ccccc54)nnc3s2)cc1	i	-1.4
1	CC(=O)c1ccc(S(=O)(=O)N2CCC3(CC2)OCCO3)cc1	i	-0.6
7	O=C(NC(=S)NC12CC3CC(CC(C3)C1)C2)c1ccc(F)cc1	nt	-1.2
44	O=C(CN1C(=O)c2ccc([N+](=O)[O-])cc2C1=O)NCCC1=CCCCC1	i	1.6
1	CCOC(=O)N1CCC(NC(=O)c2oc3c(c2C)-c2[nH]ncc2CC3)CC1	i	0.6
22	O=C(Nc1ccc(C(=O)O)cc1)/C(=C\c1ccc(F)cc1)NC(=O)c1ccco1	i	-0.7
35	O=C(CCn1c(=S)[nH]c2ccccc2c1=O)NCCSCc1ccccc1	i	-0.5
4	CN(C)c1ccc(NC(=O)CCCCCn2nnc3ccccc3c2=O)cc1	i	-0.7
3	CC(Sc1cccc[n+]1[O-])C(=O)Nc1cc(Cl)c(Cl)cc1Cl (stereo not drawn)	nt	0.2
17	CCn1c(SCc2nc3ccccc3c(=O)[nH]2)nnc1C(C)NC(=O)c1ccccc1 (stereo not drawn)	i	1.9
14	Cn1c(N)c(C(=O)COC(=O)/C=C/c2ccc(Cl)cc2)c(=O)n(C)c1=O	nt	0.1
3	Cc1nn(Cc2ccc(C(=O)Nc3ccccc3C(F)(F)F)o2)c(C)c1Br	i	-0.4
8	COc1ccc(NC(=O)CCCN2C(=O)CN(C)C2=O)c(OC)c1	nt	-0.7
1	O=C(c1ccc(Cn2c(=O)[nH]c3ccccc3c2=O)cc1)N1CCN(c2ccc(Cl)cc2)CC1	i	-0.1
23	NC(=O)C1=C[C@H](C2CCCCC2)C[C@H](OCc2ccc(CO)cc2)O1	i	3.4
18	Cc1ccc(-n2ncc3c2CCCC3NC(=O)CCC2=NNC(=O)CC2)cc1C (stereo not drawn)	i	-0.2
5	S=C(Nc1ccc(Cl)c(Cl)c1)N1CCN(c2ccccn2)CC1	i	-0.1
7	O=c1[nH]c(SCc2c(Cl)cccc2Cl)nc2ccccc12	i	0.1
-3	CCOc1ccc(/C=N/NC(=O)C(O)c2ccccc2)c(O)c1 (stereo not drawn)	i	-0.5
9	Cc1cc(C)n2c(SCC(=O)Nc3ccc(F)cc3F)nnc2n1	i	0.3
nt	Fc1ccc(CSc2nnc(-c3ccccn3)o2)cc1	i	-11
17	Cc1cccc(C(=O)NC2CC(C)(C)NC(C)(C)C2)c1	i	-0.2
51	Cc1nn(-c2ccccc2)c(C)c1/C=N/NC(=O)c1cc(-c2cccs2)[nH]n1	i	1.8
9	O=S(=O)(c1cccc(C(F)(F)F)c1)N1CCN(c2cnccn2)CC1	i	-0.7
19	C/C(=N\NC(=S)Nc1cccc(C)c1)c1cc2ccccc2o1	i	-0.9
14	CCn1nnnc1SCC(=O)NC1Cc2ccccc2C1	i	-2.8
5	O=C(Cn1ncc2ccccc21)N1CCc2ccccc21	i	0.6
7	COc1cc2c(cc1NC(=O)C(C)Sc1ccc(C)cc1)oc1ccccc12 (stereo not drawn)	i	-0.9
30	Cc1cc(C)nc(SCC(=O)N/N=C/c2cccc([N+](=O)[O-])c2)n1	i	nt
0	Cc1ccc2[nH]c(C(=O)Nc3ccc(F)cc3)cc2c1	i	-0.5
17	Oc1ccc2[nH]ccc2c1	i	-0.6
37	CCOC(=O)CCn1nc(-c2ccc(Cl)cc2)cc1N	i	-0.4
30	Cc1ccc(C(=O)C2=C(O)C(=O)N(Cc3cccnc3)C2c2ccc(Br)cc2)o1 (stereo not drawn)	i	-0.1
6	CC(CN(C(N)=O)c1ccccc1O)C(=O)O (stereo not drawn)	i	-0.4
6	CCCCc1nnc(NC(=O)C=C(C)C)s1	i	1.4
34	COc1ccc(NC(=O)CN(C)C(=O)Cc2ccsc2)cc1	i	2.6
26	C#CCNC(=O)[C@H](Cc1ccc(C(=O)c2ccccc2)cc1)NC(=O)OC(C)(C)C	i	0.5
9	NC(=O)Cn1cnc2c(nnn2-c2ccc(F)cc2)c1=O	i	-0.9
15	Cc1ccc2cc3cc(C(=O)N4CCN(C(=O)c5ccco5)CC4)sc3nc2c1	i	-0.6
5	CC(=O)Nc1ccc(N2CCN(Cc3ccccc3F)CC2)cc1	i	-0.5
18	CCCCCOc1ccc(C(=O)NCCC(=O)NCCCC(=O)OCC)cc1	i	-0.1
12	CC(C)(C)OC(=O)N[C@@H](COCc1ccccc1)C(=O)N[C@@H](CO)[C@H](O)[C@@H]1C[C@@H]1C(=O)NC1CCCCC1	i	-1.7
10	COCCn1c(SCC(=O)Nc2ccc(Cl)c(S(=O)(=O)N(C)C)c2)nc2ccccc21	i	-3.0
3	O=C(NCc1ccccc1)c1cc(-c2cccc(O)c2)on1	i	-1.2
0	CCOc1ccc(C2C=C(c3ccccc3)Nc3nnnn32)cc1 (stereo not drawn)	i	-0.1
13	CCCC(c1nnnn1CCOC)N1CCN(Cc2ccccc2)CC1 (stereo not drawn)	i	-0.7
31	Cc1cc(-n2c(C)cc(C(=S)N3CCOCC3)c2C)ccc1Br	i	-0.7
11	COc1ccccc1C1CCN(C(=O)c2cccc([N+](=O)[O-])c2)CC1	i	-2.0
7	O=C(NC(C(=O)N/N=C/c1ccncc1)c1n[nH]c(=O)c2ccccc12)c1ccccc1 (stereo not drawn)	i	-0.1
8	CSCCC(C(=O)OC1CCOC1=O)N1C(=O)c2ccccc2C1=O (stereo not drawn)	i	0.4
16	CCCCn1c(N)c(N(CCOC)C(=O)COC(=O)C(C)(C)Oc2ccc(Cl)cc2)c(=O)[nH]c1=O	i	0.1
30	O=C(NCC1COc2ccccc2O1)C1C2C=CC3(CN(Cc4ccccc4Cl)C(=O)C13)O2 (stereo not drawn)	i	-1.6
10	Cc1cc(C)n(-c2nc3ccccc3nc2N2CCN(S(=O)(=O)c3cccc(C#N)c3)CC2)n1	i	-0.4
9	C/C(=N\NC(=O)c1cccc(S(=O)(=O)N2CCCC2)c1)c1ccc(F)cc1	i	-0.7
3	Cc1ccc(-c2nc3c(c(=O)c4ccccc4n3C)c(=O)n2-c2ccc(F)cc2)cc1	i	-0.5
25	C/C(CCN1CCCCc2nc(C)c(C)cc21)=N\O[C@H](C)c1cn([C@H](CO)Cc2ccccc2)nn1	i	1.1
22	O=C/C=C/c1coc2ccc3ccccc3c2c1=O	i	0.1
18	COc1ccc(N=C2S/C(=C\c3cc(C)n(C)c3C)C(=O)N2CC(C)C)cc1	i	-0.8
31	CC(=O)N(C)c1ccc(NC(=O)c2ccco2)cc1	i	-0.5

More compounds
OX1R FRET antag	Compound	KCNQ2 block	STK33 inh
14	O=C(/C=C/c1ccco1)Nc1ccc2c(c1)OCCO2	i	0.2
-5	CC(C)(C)c1ccc(OCC(O)CN2CCc3ccccc3C2)cc1 (stereo not drawn)	i	-2.8
nt	Cc1cc(C)cc(C(=O)NCC(=O)NCc2ccc(S(N)(=O)=O)cc2)c1	i	-0.6
12	COc1ccc(S(=O)(=O)NCC2CCC(C(=O)NCC(OC)OC)CC2)cc1 (stereo not drawn)	i	-0.8
27	COc1ccc(CNS(=O)(=O)c2ccc(-c3ccc(=O)[nH]n3)o2)cc1	i	-0.4
1	CC1C(=O)CCN(C(C)(C)C)C1C (stereo not drawn)	i	-1.3
17	CCOc1ccccc1OCCCC(=O)NC1=NCCS1	i	-0.4
7	CC(=O)Nc1ccc(S(=O)(=O)NCC(=O)OCC(=O)N2CCN(c3ccccc3)CC2)cc1	i	-2.2
11	CN(C)S(=O)(=O)c1cccc(C(=O)Nc2ccccc2C(=O)NC2CC2)c1	nt	0.0
-3	Cc1cc(C)nc(NC(N)=NC2CCCCC2)n1	i	-1.4
9	O=C1c2cnc3nc(SCc4ccccc4)nn3c2CC2c3ccccc3CCN12 (stereo not drawn)	i	0.0
6	Cn1c(Cn2cnc(Cl)c2Cl)nc2ccccc21	i	0.0
4	Cc1nn(C)c(C)c1S(=O)(=O)N1CCC(C(=O)NC2CCCCC2)CC1	i	-0.4
0	Cc1cc(C)n(-c2ccc(C(=O)Nc3ccccn3)cc2)n1	i	1.5
27	CCc1c(C)nc2c(Br)cccc2c1SCCC#N	i	0.6
3	Cn1c(-c2cnn(-c3ccccc3)c2N)n[nH]c1=S	i	-0.2
8	COc1ccc(CCN(C)C(=S)Nc2cccc(C)c2)cc1OC	i	0.3
-2	O=C(Cn1nnc(-c2ccccc2)n1)N=Nc1c(O)[nH]c2ccccc12	i	-3.3
17	O=C1OC(N2CCN(Cc3ccccc3)CC2)c2ccccc21 (stereo not drawn)	i	0.0
82*	Cc1sc2ncnc(NCC(C)(C)N3CCOCC3)c2c1C	i	1.2

Only OX1R FRET antag and STK33 inh (two entries from above):
Compound,OX1R FRET antag,STK33 inh
CC(C)(C)c1ccc(OCC(O)CN2CCc3ccccc3C2)cc1 (stereo not drawn),-5,-2.8
Cc1cc(C)cc(C(=O)NCC(=O)NCc2ccc(S(N)(=O)=O)cc2)c1,nt,-0.6

New compounds follow:
OX1R FRET antag	Compound	KCNQ2 block	STK33 inh
1	CN(CC(=O)Nc1ccccc1C(=O)Nc1ccccc1)C1CCCCC1	nt	0.4
56*	C=C1N(C)c2cc([N+](=O)[O-])c(N)cc2C1(C)C	i	1.5
15	CC(C)CCn1c(N2CCOCC2)nc2c1c(=O)n(CC(N)=O)c(=O)n2C	i	0.9
53	O=NN(CCc1ccncc1)c1ccc(OCc2ccccc2)cc1	i	0.6
41	Cc1c(C#N)c(NC(=O)c2cccc(Cl)c2)n(Cc2ccccc2)c1C	i	-2.4
55	O=C1c2ccccc2-c2c1nc1c([n+]2[O-])CCCC1	i	-1.5
39	C=CCOC(=O)C1=C[C@@H](c2csc3ccccc23)[C@H](CCCO)[C@@H](OCC)O1	i	0.7
23	Cc1cc(C)nc(Sc2nc(Cl)nc(N(c3ccccc3)c3ccccc3)n2)n1	i	-0.6
-9	COC(=O)C1(C)NC(c2ccc(O)cc2)C2C(=O)N(c3ccccc3)C(=O)C21 (stereo not drawn)	i	-0.7
25	O=[N+]([O-])c1ccc(S(=O)(=O)Nc2ccncc2)cc1	i	-16
22	Cc1nc2ccc(Br)cn2c1C(=O)N/N=C\c1ccccc1[N+](=O)[O-]	i	2.5
9	COc1ccc(-n2nc3c(c2NC(=O)c2ccccc2S(=O)(=O)C(F)F)CS(=O)(=O)C3)cc1	i	-2.8
14	CC1CCCC(C)N1C(=O)COc1ccc(-c2nnco2)cc1 (stereo not drawn)	i	0.7
3	OCCC1CN(Cc2ccn[nH]2)CCN1Cc1ccc(F)c(F)c1 (stereo not drawn)	i	-1.1
61	Nc1ncnc(NNC(=O)CNC(=O)c2c(F)cccc2Cl)c1[N+](=O)[O-]	i	-0.5
30	Cc1ccccc1NC(=O)COC(=O)/C=C/c1cn(-c2ccccc2)nc1-c1cccnc1	i	-1.1
9	CCOc1ccc(C(=O)c2cccs2)cc1	i	0.0
38	CCN(CC)C(=O)Cc1cn(C)c2ccccc12	i	-0.2
4	COc1ccc(CCNC(=O)c2ccc(=O)[nH]n2)cc1OC	i	0.3
6	COc1cc(CNn2c(C)n[nH]c2=S)cc(Br)c1OCC(=O)NC(C)(C)C	i	-1.3
8	CCOc1ccc(S(=O)(=O)Nc2ccccc2C(=O)N2CCOCC2)cc1	i	-0.2
12	O=C(CNC(=O)c1ccc(Cl)cc1)NNc1c(F)c(F)cc(F)c1F	nt	0.3
11	Cc1c(CN2CCc3c([nH]c4ccccc34)C2CC(C)C)cnn1C (stereo not drawn)	i	0.9
10	Cc1ccc(CSc2nc3c(cc2C#N)CCC3)cc1	i	-1.8
16	C=CCNC(=O)COC(=O)COc1ccc(Cl)cc1C	i	-1.4
7	N#Cc1ccc(NC(=O)CCc2ccc(S(=O)(=O)N3CCOCC3)cc2)cc1	i	-0.9
11	CCn1c(SCC(=O)Nc2ccc3c(c2)OCCO3)nnc1-c1ccco1	i	-0.3
18	Cc1ccc(SCCCn2cncn2)cc1	i	0.3

15 structures out of the list, arranged by formula weight, descending:
OX1R FRET antag	Compound	KCNQ2 block	STK33 inh
16	CCCCn1c(N)c(N(CCOC)C(=O)COC(=O)C(C)(C)Oc2ccc(Cl)cc2)c(=O)[nH]c1=O	i	0.1
10	Cc1cc(C)n(-c2nc3ccccc3nc2N2CCN(S(=O)(=O)c3cccc(C#N)c3)CC2)n1	i	-0.4
30	Cc1ccc(C(=O)C2=C(O)C(=O)N(Cc3cccnc3)C2c2ccc(Br)cc2)o1 (stereo not drawn)	i	-0.1
12	COc1ccc(S(=O)(=O)NCC2CCC(C(=O)NCC(OC)OC)CC2)cc1 (stereo not drawn)	i	-0.8
22	Cc1nc2ccc(Br)cn2c1C(=O)N/N=C\c1ccccc1[N+](=O)[O-]	i	2.5
15	CC(C)CCn1c(N2CCOCC2)nc2c1c(=O)n(CC(N)=O)c(=O)n2C	i	0.9
9	O=S(=O)(c1cccc(C(F)(F)F)c1)N1CCN(c2cnccn2)CC1	i	-0.7
44	O=C(CN1C(=O)c2ccc([N+](=O)[O-])cc2C1=O)NCCC1=CCCCC1	i	1.6
11	COc1ccccc1C1CCN(C(=O)c2cccc([N+](=O)[O-])c2)CC1	i	-2.0
7	O=c1[nH]c(SCc2c(Cl)cccc2Cl)nc2ccccc12	i	0.1
3	OCCC1CN(Cc2ccn[nH]2)CCN1Cc1ccc(F)c(F)c1 (stereo not drawn)	i	-1.1
17	CCOc1ccccc1OCCCC(=O)NC1=NCCS1	i	-0.4
9	NC(=O)Cn1cnc2c(nnn2-c2ccc(F)cc2)c1=O	i	-0.9
14	O=C(/C=C/c1ccco1)Nc1ccc2c(c1)OCCO2	i	0.2
9	CCOc1ccc(C(=O)c2cccs2)cc1	i	0.0
